TNAP activation fold: human TNAP enzyme activators, primary screen, biochemical, luminescent, no phosphate acceptor, uHTS (AID 1001). 0.03% of 200,000 active. purified TNAP, luminescent activation assay, no phosphate acceptor; higher activation fold means a stronger effect. activation fold at 20 µM; hits with a dose series show EC50 in µM; in the data active means activation fold from about 3, or a potency from the dose series; inactive means the rest, 99 in 100 with activation fold below about 1.6; further: many of its hits are not listed in these tables
NTR1 agonist: agonists of NTR1, primary screen, imaging, U2OS cells, beta-arrestin-GFP, high content (AID 493036). P30989. NTR1-U2OS beta-arrestin-GFP spot imaging, agonist mode. activation, % at 20 µM. 0.17% of 330,000 active;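 active means activation at or above 40% of the spot to cytoplasm intensity ratio, with at least 20 cells analyzed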;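 further: 0% = DMSO without peptide and 100% = 100 nM NTR1 peptide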
Target sequence (P30989 whole entry, looked up): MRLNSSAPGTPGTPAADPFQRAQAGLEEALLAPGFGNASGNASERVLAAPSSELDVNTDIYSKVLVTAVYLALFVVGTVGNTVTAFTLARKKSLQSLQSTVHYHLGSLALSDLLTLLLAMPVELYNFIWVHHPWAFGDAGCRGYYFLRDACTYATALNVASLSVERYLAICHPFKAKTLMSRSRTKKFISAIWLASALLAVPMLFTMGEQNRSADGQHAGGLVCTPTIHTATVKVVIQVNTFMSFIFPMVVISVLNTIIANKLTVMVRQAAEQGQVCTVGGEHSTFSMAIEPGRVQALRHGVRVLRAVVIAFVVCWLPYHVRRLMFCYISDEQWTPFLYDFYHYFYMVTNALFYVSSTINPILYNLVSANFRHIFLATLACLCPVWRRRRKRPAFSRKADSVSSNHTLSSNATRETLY
CSM14.1 death rescue: rescue of cells from ER stress-induced death, primary screen, 384-well, CSM14.1, thapsigargin, ATP luminescence (AID 1222); CSM14.1 thapsigargin-induced death rescue, ATP luminescence; higher % means a stronger effect; cellular ATP content (survival), % at 20 µM; hits with a dose series show EC50 in µM; 190,000 tested, under 10 active;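 active means EC50 below 50 µM in the dose-response confirmation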;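 further: death triggered by thapsigargin at about 15 µM added after 2 h compound pretreatment; cell ATP read after overnight thapsigargin exposure of roughly 18 to 22 hours; normalized against plate controls of thapsigargin alone and 5% DMSO vehicle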
Yfh1-off respiration: enhancers of respiration in Yfh1-depleted yeast, dose response, Friedreich's ataxia, plus single-dose screen (AID 1465); 0.074% of 220,000 active; fold induction at 50 µM; hits with a dose series show EC50 in µM; S. cerevisiae Yfh1-off respiration, WST-1 reduction, 72 h; higher fold induction means a stronger effect;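 active means fold induction of absorbance versus untreated yeast above a set limit, then at least 30% activation at any dose in follow-up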;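 further: activators that raise dye reduction in frataxin-depleted yeast; strong numbers were not always called active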
HEK293 NOD2/NF-kB: NOD2 signaling inhibitors, cell-based, luminescence, uHTS, HEK293 (AID 1566); 0.63% of 290,000 active; one-dose inhibition, % at 4 µM; EC50 in µM for titrated hits; HEK293 NOD2/NF-kB luciferase reporter, luminescence; higher % means a stronger effect; further: many of its hits are not listed in these tables
KOR beta-arrestin-1: KOR agonists, beta-arrestin recruitment, primary screen, cell-based, luminescence, uHTS (AID 1777); KOR beta-arrestin recruitment, luminescence; higher % means a stronger effect; one-dose activation, % at 10 µM; EC50 in µM for titrated hits; 0.02% of 280,000 active; in the data active means activation above about 50%, passing the limit was not always enough; further: a part of the inactive calls stands beside numbers as strong as those of hits
GPR55 activation: GPR55 agonists via beta-arrestin recruitment, primary screen, imaging, U2OS cells, beta-arrestin-GFP redistribution (AID 1961); U2OS GPR55 beta-arrestin-GFP redistribution imaging; higher % means a stronger effect; activation, % at 10 µM, or EC50 in µM where a hit was titrated; 0.048% of 290,000 active;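 active means activation above 40% with more than 50 cells counted in the well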;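 further: U2OS osteosarcoma cells stably expressing GPR55 and beta-arrestin-GFP; plate controls were DMSO negative control for no effect and LPI positive control for full effect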
KOR beta-arrestin-2: KOR antagonists, beta-arrestin recruitment, cell-based, luminescence, uHTS (AID 1778); KOR beta-arrestin recruitment, luminescence, antagonist mode; higher % means a stronger effect; inhibition, % at 10 µM, or IC50 in µM where a hit was titrated; 0.091% of 290,000 active; further: strong numbers were not always called active
NOD1 inhibition: NOD1 signaling inhibitors, primary screen, cell-based, luminescence, uHTS (AID 1578); NOD1-driven NF-kB luciferase reporter cells, luminescence; higher % means a stronger effect; inhibition, % at 4 µM, or EC50 in µM where a hit was titrated; 1% of 290,000 active; in the data active means inhibition mostly above about 36%, no sharp cut-off; inactive means mostly below about 34%;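 further: HEK-293T reporter cells stimulated with the NOD1 agonist gamma-tri-DAP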
NTR1 agonist cell count 20 µM: also measured in NTR1 agonist; calls as there; cell count; measured here: cell count, cytotoxicity flag
The depositor's hits bear a star; i = inactive; · = not tested or not shown; [ ] = another dose, or the depositor's remark. Unless noted, no stated cut-off is given here; in the data, active means inhibition above about 50%; inactive means the rest.

SMILES	TNAP activation fold	NTR1 agonist	NTR1 agonist cell count 20 µM	CSM14.1 death rescue	Yfh1-off respiration	HEK293 NOD2/NF-kB	KOR beta-arrestin-1	GPR55 activation	KOR beta-arrestin-2	NOD1 inhibition
CCOc1ccc2[nH]c(=O)c(CN(CC3COCCO3)C(=O)c3ccc(C)cc3)cc2c1 (stereo not drawn)	1	1.6	45	2.0%	i	6%	1.9%	-0.2%	3%	-24%
O=S(=O)(Nc1ccc(Br)cn1)c1cccs1	1.1	-0.4	54	-0.5%	i	11%	-4.1%	-0.1%	-11%[20 µM]	-33%
COc1ccc(CCNC(=O)CSc2nc3c(c(=O)n(C)c(=O)n3C)n2C)cc1OC	1.1	-2.2	78	-4.4%	i	-14%	3.7%	0.4%	-34%	-28%
CC(C)(C)c1ccc(/C=C/C(=O)Nc2cccnc2)cc1	·	3.7	79	·	·	-66%	-0.7%	0.5%	-30%	-10%
CCO[C@H]1OC(C(=O)N2CCN(C)CC2)=C[C@@H](C2CC2)[C@@H]1CCCO	1.1	-0.4	86	-1.4%	i	-16%	·	-0.2%	-11%	-14%
Cc1ccc(C(=O)NC2CCCC2)s1	·	1.5	64	·	·	-12%	0.9%	-0.1%	-1%	-64%
CNc1ccccc(C(=O)/C=C/c2ccccc2OC)c1=O	0.9	4.2	50	-5.3%	i	0%	2.5%	0.2%	-21%	-27%
CCCn1c(CN2CCCCC2CC)nc2c1c(=O)n(C)c(=O)n2C (stereo not drawn)	1.1	-1.1	78	-0.3%	i	-9%	-3.3%	-0.1%	10%	-5%
CC(C)(C)NC(=O)CN(C(=O)c1snc(C(=O)NC2CCCCC2)c1N)c1ccc(F)cc1	·	5.5	40	·	·	2%	-0.8%	·	0%	0%
CCNC(=O)CN(c1ccc(CC)cc1)S(C)(=O)=O	1.1	-1.1	79	-1.2%	i	0%	4.0%	-0.1%	3%	-1%
Cc1cccc(N2CCN(C(=O)c3ccc(NC(=O)C4CCCO4)cc3)CC2C)c1 (stereo not drawn)	1.1	-2.2	88	-0.8%	i	-7%	-0.9%	0.2%	-7%	·
Clc1cccc(OCCn2ccnc2)c1	·	1.4	71	·	·	-1%	-5.0%	-0.2%	-9%	-10%
CCN(CC)C(=O)c1cccc(-c2ccc(OC)cc2)c1	1.1	-4.2	77	·	i	-14%	-2.1%	0.2%	8%	·
O=C(c1ccc(=O)n(Cc2ccc(Cl)c(Cl)c2)c1)N1CCOCC1	1.1	1.3	85	-1.3%	i	6%	0.9%	-0.1%	-12%	25%
CCCc1nnc(NC(=O)CCCN2C(=O)c3ccccc3C2=O)s1	1.2	3.1	56	0.9%	i	4%	-0.9%	-0.1%	-3%	-16%
COc1ccc(CCNC(=O)C2CCN(S(=O)(=O)c3cccc4nsnc34)CC2)cc1OC	1.1	4.2	61	1.9%	i	5%	-0.4%	-0.2%	-14%	17%
CCOC(=O)CCCNC(=O)CCCNC(=O)C(c1ccccc1)c1ccccc1	1	0.0	58	0.9%	i	6%	7.3%	0.0%	13%	9%
CCOC(=O)c1csc(NC(=O)C(C)(C)C)n1	1.2	0.9	46	1.7%	i	-14%	-4.0%	-0.2%	17%	-42%
CN(CCC#N)C(=O)c1cc2c(s1)-c1ccccc1SC2	·	1.2	74	·	·	-38%	-2.7%	0.0%	-8%	5%
CCn1cc(C(=O)N(C)c2ccc(OC)cc2OC)c2cc(OC)c(OC)cc2c1=O	·	-0.5	100	·	·	16%	-3.2%	0.0%	9%	-5%
O=C(NC(=S)Nc1ccccc1)c1cc([N+](=O)[O-])ccc1N1CCOCC1	1.1	-1.4	67	-1.0%	i	16%	-12%	0.0%	9%	-22%
Cc1cc2ccccc2n1CCNC(=O)Cc1ccccc1	1	-1.7	73	-0.5%	i	-4%	-1.9%	-0.3%	6%	-9%
O=C1NC[C@@H](Cc2cccc3ccccc23)N(CC2(c3ccccc3)CC2)C1=O	·	21	76	·	i	25%	2.5%	1.3%	0%	0%
COc1ccc(/C=N/Nc2nonc2N)c(OC)c1	1	0.4	44	-2.0%	i	-22%	8.2%	-0.6%	-1%	-14%
Cc1ccc(NC(=O)c2ccc(CN3CC(=O)N4CCCCC4C3=O)cc2)c(C)c1 (stereo not drawn)	·	-1.4	64	·	·	5%	-0.5%	0.7%	-1%[20 µM]	-23%
CC(C)SC1=NC(C)(C)C=C(/C=C/c2c(Cl)cccc2Cl)N1	1.1	0.5	48	-1.4%	i	-77%	2.2%	0.3%	12%	28%
C1=C(CCNc2ncnc3c2[nH]c2ccccc23)CCCC1	1.8	·	·	2.6%	i	40%	8.8%	0.2%	22%	45%
CCOC(=O)N1CCN(C(=O)COc2cccc3c2CCN(CC)C3=O)CC1	1.1	0.8	59	-1.0%	i	15%	-0.4%	-1.0%	2%	-4%
COc1cc(C2CC(=O)Oc3c2c(=O)n(C)c2ccccc32)ccc1O (stereo not drawn)	1.1	0.9	45	0.7%	i	8%	·	-0.1%	-14%[20 µM]	-9%
Nc1nnc(-c2cn(-c3ccccc3)nc2-c2ccccc2)o1	1.1	3.3	55	·	i	18%	-0.7%	-0.2%	2%	-10%
CC(C)c1cc(C(=O)NCc2cccnc2)no1	1	2.2	87	-1.5%	i	17%	-3.9%	-0.1%	23%	-15%
O=C(OCC1OC(n2ncc(=O)[nH]c2=O)C(OC(=O)c2ccccc2)C1OC(=O)c1ccccc1)c1ccccc1 (stereo not drawn)	·	9.3	101	·	·	18%	-3.6%	0.3%	-26%[20 µM]	7%
O=C(NCCc1ccccc1)c1ccc2c(=O)[nH]c3c(C(=O)NCC4CCCO4)sc(=S)n3c2c1 (stereo not drawn)	·	0.6	60	·	·	1%	5.1%	0.0%	-26%	-3%
O=S(=O)(NCc1ccc2c(c1)OCO2)c1cccc(S(=O)(=O)N2CCOCC2)c1	1.1	0.9	60	0.5%	i	12%	-3.6%	-0.2%	25%	-1%
Cc1nc2oc3c(NCc4ccccn4)ncnc3c2c2c1COC(C)(C)C2	1.1	-1.3	76	-2.0%	i	20%	-0.3%	-0.1%	18%	-6%
Cc1cc(C(=O)N/N=C/c2cc(Br)c(Br)o2)n[nH]1	·	-0.1	52	·	·	9%	-5.5%	-0.2%	-11%	-8%

4 compounds from above, limited to NTR1 agonist cell count 20 µM and NTR1 agonist:
Structure | NTR1 agonist cell count 20 µM | NTR1 agonist
O=C(NCCc1ccccc1)c1ccc2c(=O)[nH]c3c(C(=O)NCC4CCCO4)sc(=S)n3c2c1 (stereo not drawn) | 60 | 0.6
O=S(=O)(NCc1ccc2c(c1)OCO2)c1cccc(S(=O)(=O)N2CCOCC2)c1 | 60 | 0.9
Cc1nc2oc3c(NCc4ccccn4)ncnc3c2c2c1COC(C)(C)C2 | 76 | -1.3
Cc1cc(C(=O)N/N=C/c2cc(Br)c(Br)o2)n[nH]1 | 52 | -0.1

Going on with the list:
SMILES	TNAP activation fold	NTR1 agonist	NTR1 agonist cell count 20 µM	CSM14.1 death rescue	Yfh1-off respiration	HEK293 NOD2/NF-kB	KOR beta-arrestin-1	GPR55 activation	KOR beta-arrestin-2	NOD1 inhibition
CC(=O)CCCC(NS(=O)(=O)CCC(Cl)(Cl)Cl)c1ccccc1 (stereo not drawn)	·	-0.7	57	·	·	14%	-5.4%	-0.1%	-4%[20 µM]	-12%
COc1cc(C2NC(=O)NC(C)=C2C(=O)OCc2ccc(C)cc2)cc(OC)c1OC (stereo not drawn)	·	-1.6	52	·	·	10%	-4.3%	1.4%	-1%	18%
Cc1ccc(/C=N/NC(=O)C2CCN(Cc3ccc(F)cc3Cl)CC2)o1	1.1	0.4	54	-1.1%	i	12%	-1.2%	-0.1%	4%	·
COc1cccc(-c2nnc3sc(-c4ccccn4)nn23)c1	1	1.8	61	-1.1%	i	-11%	-0.3%	0.3%	19%	-48%
C=CCNC(=O)CCCc1ccccc1	1	-1.5	41	-0.8%	i	-7%	2.1%	-0.2%	-24%	-27%
CCc1ccccc1N1C(=O)c2ccccc2S1(=O)=O	1	-2.2	58	-1.1%	i	0%	1.5%	-0.3%	11%	-10%
COc1ccc(S(=O)(=O)N2CCCC2)cc1OC	·	1.5	71	·	·	-6%	-5.5%	-0.1%	10%	-22%
O=C1Nc2ccccc2C12Nc1ccccc1-c1nc3ccccc3n12 (stereo not drawn)	1	-0.8	48	-3.1%	i	-11%	·	-0.3%	·	-4%
Cn1c(=O)c2c(nc(CN3CCCCC3)n2Cc2c(F)cccc2Cl)n(C)c1=O	1	0.8	56	-1.5%	i	-20%	-1.7%	0.3%	16%	-8%
CCS(=O)(=O)N1CCN(C(=O)c2cccs2)CC1	1.1	-1.0	80	-0.9%	i	14%	4.5%	0.2%	-4%	-15%
O=C(O)c1ccc(/C=C2/SC(=S)N(Cc3ccccc3)C2=O)cc1	·	·	·	·	·	-6%	1.3%	-0.1%	-44%	-12%
CCOC(=O)c1c(C)c(C)n(Cc2cccc(OC)c2OC)c1C	1.1	3.2	38	-2.1%	i	6%	2.3%	0.2%	20%	14%
CCC(C)N(C(=O)CSc1ccc(NC(C)=O)cc1)C1CCS(=O)(=O)C1 (stereo not drawn)	1.1	-0.8	28	-8.0%	i	4%	-4.2%	-0.4%	-5%	-18%
CCOC(=O)C1C(=O)NC(N2CCN(Cc3ccccc3)CC2)=NC1c1ccco1 (stereo not drawn)	1.1	-2.1	73	-0.2%	i	8%	-1.8%	0.9%	7%	-16%
O=C(N1CCN(c2ccccn2)CC1)N1c2ccccc2Sc2ccccc21	1.1	6.3	82	-3.8%	·	0%	2.7%	0.2%	-92%	18%
COc1cccc(CNC(=O)Cn2ccc3cc(S(=O)(=O)N4CCCC4)ccc32)c1OC	·	0.7	51	·	·	3%	6.1%	0.2%	-36%	-35%
Cc1cc(SCC(=O)Nc2cccc(S(N)(=O)=O)c2)c(C)cc1Br	0.9	1.4	44	-2.0%	i	-5%	1.6%	-1.2%	-46%	4%
CCc1ccc(NC(=O)CN2CCc3ccccc3C2)cc1	1.2	3.1	61	-0.5%	i	-16%	-3.8%	-0.1%	8%	-16%
Nc1ccc(C(=O)Nc2ccco2)cc1	1	-0.5	99	0.3%	i	-14%	-1.5%	0.1%	8%	-38%
Cc1ccc(NC(=O)CCn2c(=O)[nH]c3ccsc3c2=O)cc1	1	1.8	79	-2.3%	i	4%	8.0%	-0.6%	-42%	-16%
CCCCC(=O)Nc1nc2c(OC)cc([N+](=O)[O-])cc2s1	1.1	2.9	37	-0.5%	i	10%	-1.9%	-0.7%	17%	-34%
CCOc1cc(C(=O)NCC2CCCO2)cc(OCC)c1OCC (stereo not drawn)	1	1.3	62	-1.3%	i	-8%	0.1%	0.6%	14%	-33%
CCOC(=O)c1ccc(NC(=O)CSc2n[nH]c(-c3ccncc3)n2)cc1	1	-0.1	45	-2.1%	i	1%	-2.8%	0.1%	12%	-17%

Screens as filed in PubChem.

Some of the compounds tested (hit frequency here may not be typical).
